LEDGF integ inh = blockers of LEDGF/p75-dependent integrase strand transfer – biochemical, TR-FRET, high throughput, primary screen; HIV-1 integrase (with human LEDGF/p75); TR-FRET IN-LEDGF/p75 DNA integration, Eu/Cy5; inhibition, % at 3.7 µM; 0.64% of 370,000 active; AID 743269, 2014;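 active = inhibition above the screen-wide mean plus 3 SD, cut at about 13% in these data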;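 also: signal is the Cy5 over europium emission ratio at 671 and 618 nm; 0% = plate median of compound wells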
ARFGAP1 inh = inhibitors of rat ARFGAP1 GAP activity, primary screen, biochemical, fluorescence polarization, GDP tracer; Arfgap1-stimulated ARF1 GTP hydrolysis, GDP FP detection; inhibition, % at 16.5 µM; 0.26% of 360,000 active; AID 651572, 2012;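 active = inhibition above a per-plate limit, mean inhibition of low control wells plus 3 SD, cut at about 25% in these data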;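 also: 0% = DMSO wells with enzyme and 100% = wells lacking Arfgap1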
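Replicates: Single well per compound | Assay system: Truncated rat Arfgap1 GAP domain | Control set: No-Arfgap1 wells (100%) versus DMSO full-reaction wells (0%) | Times: Enzyme reaction 120 min at 25 °C after 20 min preincubation | Reagent: Human ARF1(Δ1-17)-GTP substrate | Measured by: Tracer-displacement fluorescence polarization with EDTA stop, 620/688 nm | Measure: Percent inhibition of Arfgap1-stimulated GTP hydrolysis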
ADAM10 inh = human ADAM10 inhibitors, primary screen, biochemical, QFRET, HTS; recombinant ADAM10, EDANS/DABCYL FRET peptide cleavage, 3 h; inhibition, % at 7 µM; Disintegrin and metalloproteinase domain-containing protein 10 (Homo sapiens), O14672; 0.62% of 370,000 active;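 active = inhibition above a per-campaign cutoff equal to the mean of compounds falling between control-based bounds plus 3 SD, cut at about 20% in these data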;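 also: 0% = DMSO wells while the 100% control is not disclosed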
ASAP1 inh = inhibitors of human ASAP1 ArfGAP activity, primary screen, biochemical, fluorescence polarization; inhibition, % at 16.5 µM; Arf-GAP with SH3 domain, ANK repeat and PH domain-containing protein 1 (Homo sapiens), …; 0.19% of 360,000 active; ASAP1-stimulated ARF1 GTP hydrolysis, GDP FP detection; AID 624377, 2012; in the data active = inhibition above about 25%;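 also: 0% = vehicle with enzyme and substrate and 100% = no enzyme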
PLCg1 inh = PLC-gamma1 enzyme inhibitors, primary screen, biochemical, fluorescence, purified enzyme; 0.84% of 370,000 active; AID 720700, 2013; 1-phosphatidylinositol 4,5-bisphosphate phosphodiesterase gamma-1 (Homo sapiens), P19174; fluorogenic substrate; inhibition, % at 12.2 µM; in the data active = inhibition above about 9.5%
DDE Tn7 FP inh = inhibitors of Tn7 peptide binding to fibrin DD(E), primary screen, biochemical, fluorescence polarization, human fibrin, Tn7 probe | Fibrinogen beta chain (Homo sapiens), P02675 | FP displacement of FITC-Tn7 peptide from fibrin DD(E); 0% = median of compound wells per plate | inhibition, % at 8.3 µM | 0.13% of 370,000 active | AID 720508, 2013;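 active = inhibition above the mean of compounds falling within the control limits plus 3 SD of them, cut at about 14% in these data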;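 also: 0% = plate median of compound wells and 100% = 10 µM Aha-Tn7 peptide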
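Measure: % inhibition scaled between sample-field median and high-control FP; Test system: human fibrin DD(E); Quantity: 2 µM final DD(E) protein; Doses: one dose, 8.3 µM nominal; Schedule: compound with protein 10 min, then 3 h after probe, room temperature; Detection: fluorescence polarization; Medium: Tris buffer with calcium and detergent, pH 7.8.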
Tn6 DDE FP = inhibitors of Tn6 peptide binding to fibrin DD(E), primary screen, biochemical, fluorescence polarization, human fibrin, Tn6 probe | inhibition, % at 8.3 µM | 0.21% of 370,000 active | AID 720509, 2013 | Fibrin DD(E) TRITC-Tn6 fluorescence polarization displacement | Fibrinogen beta chain (Homo sapiens), P02675;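 active = inhibition above a per-campaign cutoff: mean of compounds within control limits plus 3 SD, cut at about 15% in these data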;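 also: 0% = median of all compound wells on the plate and 100% = blocking peptide control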
ADAM17 inh = ADAM17 inhibitors, primary screen, biochemical, QFRET; AID 720648, 2013; Disintegrin and metalloproteinase domain-containing protein 17 (Homo sapiens), P78536; inhibition, % at 6.95 µM; 0.83% of 370,000 active; recombinant ADAM17, EDANS/DABCYL FRET peptide cleavage;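 active = inhibition above the mean of compounds lying between control limits plus 3 SD, set per campaign, cut at about 8.5% in these data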;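 also: 0% = DMSO-only wells as the low control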
Target sequence (P78536 215-824 limits assumed): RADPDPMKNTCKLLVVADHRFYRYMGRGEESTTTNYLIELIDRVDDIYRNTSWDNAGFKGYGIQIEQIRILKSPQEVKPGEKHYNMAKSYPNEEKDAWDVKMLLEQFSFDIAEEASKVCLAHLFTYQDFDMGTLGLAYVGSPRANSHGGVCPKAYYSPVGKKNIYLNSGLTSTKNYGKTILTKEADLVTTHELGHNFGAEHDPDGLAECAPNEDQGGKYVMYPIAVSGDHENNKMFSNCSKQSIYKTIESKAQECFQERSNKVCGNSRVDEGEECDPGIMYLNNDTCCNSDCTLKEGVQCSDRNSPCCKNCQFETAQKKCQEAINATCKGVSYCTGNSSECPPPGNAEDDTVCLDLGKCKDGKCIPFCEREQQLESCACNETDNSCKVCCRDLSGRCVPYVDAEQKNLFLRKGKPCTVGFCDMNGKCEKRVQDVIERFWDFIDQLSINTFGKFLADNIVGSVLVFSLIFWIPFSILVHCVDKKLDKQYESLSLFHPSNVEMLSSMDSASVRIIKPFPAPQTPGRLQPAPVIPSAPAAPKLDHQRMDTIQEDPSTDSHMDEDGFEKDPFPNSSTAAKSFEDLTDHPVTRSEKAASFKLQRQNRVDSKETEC
TDP2 absorb = human TDP2 enzyme inhibitors, primary screen, biochemical, epi absorbance, recombinant enzyme. 0.34% of 370,000 active. T5PNP hydrolysis, p-nitrophenol absorbance 415 nm. inhibition, % at 12.8 µM. Tyrosyl-DNA phosphodiesterase 2 (Homo sapiens), O95551;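 active = inhibition above the mean of all tested compounds plus 3 SD, set per campaign, cut at about 25% in these data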;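 also: 0% = DMSO with enzyme and 100% = buffer with substrate but no TDP2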
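Test system: human TDP2 enzyme; Input: 120 nM TDP2 per well; Buffer or medium: Mg2+-containing Tris-HCl buffer, pH 7.5; Reagent: 5 mM T5PNP; Dosing: 12.8 µM single point, 1% DMSO; Incubation: reaction 2 h, 37 °C; Detection: p-Nitrophenol epi absorbance; Read-out: % inhibition relative to enzyme-containing and enzyme-free wells; Replicates: single well per compound.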
KLK7 zymogen act = proKLK7 zymogen activators, primary screen, biochemical, fluorescence intensity; Kallikrein-7 (Homo sapiens), P49862; purified proKLK7, EDANS-DABCYL substrate fluorescence; 100% is mature enzyme control, 0% vehicle; activation, % at 7 µM; 0.9% of 370,000 active; AID 652039, 2013;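 active = activation above the mean of all tested compounds plus 3 SD, computed per campaign excluding outliers beyond control limits, cut at about 13% in these data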
Target sequence (P49862 whole entry, looked up): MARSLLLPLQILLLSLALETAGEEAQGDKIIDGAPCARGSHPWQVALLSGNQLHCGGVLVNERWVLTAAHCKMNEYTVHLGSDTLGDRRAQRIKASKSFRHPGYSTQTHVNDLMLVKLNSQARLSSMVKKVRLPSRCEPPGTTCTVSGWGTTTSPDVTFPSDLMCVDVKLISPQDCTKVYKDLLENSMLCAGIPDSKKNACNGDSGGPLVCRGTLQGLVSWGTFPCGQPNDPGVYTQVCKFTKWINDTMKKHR
Active calls of the source: *; i = inactive; / = not tested or not shown. Rows are unselected; about 4.2% have a hit in one of these screens.

PLCg1 inh	ARFGAP1 inh	ADAM17 inh	ASAP1 inh	LEDGF integ inh	TDP2 absorb	ADAM10 inh	Tn6 DDE FP	DDE Tn7 FP inh	KLK7 zymogen act	molecule
-2	24	0	11	-6	-8	-4	-10	2	-0.4	COc1ccccc1CN1CCCC(CN(CCN(C)C)C(=O)C2CCCC2)C1 (centres undefined)
-4	15	5	28*	-3	4	10	-3	-5	-0.2	Nc1ccc(Oc2cccc(Oc3ccc(N)cc3)c2)cc1
-7	1	0	-15	1	-30	-9	-1	2	0.3	CCOc1ccc(CN2CCNC(=O)C2CC(=O)NCc2csc(C)n2)cc1 (centres undefined)
-3	-3	-6	20	-3	2	-9	-8	0	0.4	COc1cccc(C(=O)N2CCOCC2)c1OC
1	-1	1	4	2	6	7	2	1	0.6	CCCCc1ccc(NC(=O)c2ccc(NS(C)(=O)=O)cc2)cc1
0	3	-1	8	3	14	6	0	-2	1.3	COc1cccc(NC(=O)[C@@H]2CCCN2C(=O)[C@@H]2Cc3ccccc3CN2C(=O)OC(C)(C)C)c1
-3	12	-6	2	-3	6	-3	-1	-1	0.7	CCn1cc(C(=O)OCC(=O)c2ccc(Cl)cc2)c(=O)c2ccc(C)nc21
0	8	-3	-2	-2	1	-107	0	1	-0.2	CCn1nc(C)c(CNC(=O)CCc2nnc(Cc3c[nH]c4ccccc34)o2)c1C
1	/	1	/	2	-1	-3	-1	5	0.4	CC(C)N1CCCCC(NC(=O)c2ccc(F)cc2)C1=O (centres undefined)
9	-10	2	8	5	-32	12	1	4	0.2	CCOC(=O)c1c[nH]c2c(C(=O)c3ccccc3)cc(Cl)cc2c1=O

An excerpt from above with just TDP2 absorb, ADAM10 inh and ADAM17 inh:
Compound,TDP2 absorb,ADAM10 inh,ADAM17 inh
COc1ccccc1CN1CCCC(CN(CCN(C)C)C(=O)C2CCCC2)C1 (centres undefined),-8,-4,0
Nc1ccc(Oc2cccc(Oc3ccc(N)cc3)c2)cc1,4,10,5
CCOc1ccc(CN2CCNC(=O)C2CC(=O)NCc2csc(C)n2)cc1 (centres undefined),-30,-9,0

The list continues.
PLCg1 inh	ARFGAP1 inh	ADAM17 inh	ASAP1 inh	LEDGF integ inh	TDP2 absorb	ADAM10 inh	Tn6 DDE FP	DDE Tn7 FP inh	KLK7 zymogen act	molecule
-2	2	0	-16	3	2	6	-2	-2	0.6	CC(Sc1nnc(N)s1)C(=O)NNC(=O)c1cccc(Cl)c1 (centres undefined)
2	4	1	-10	-1	-6	-1	-3	-6	0.4	Cc1cc(C(=O)OCC(=O)Nc2cccc([N+](=O)[O-])c2)c(C)o1
-13	2	-16	1	-12	-4	-38	4	0	0.3	COC(=O)c1cc(NC(=S)N2CCN(c3ccccn3)CC2)cc(C(=O)OC)c1
-2	6	-1	8	-1	-7	-6	3	1	0.0	Cc1cccc(Nc2nnc(SCC3CCCCO3)s2)c1C (centres undefined)
1	-7	0	-1	5	1	9	1	-2	-0.3	Cc1ccc(C(C(=O)NC2CCCC2)N2CCCC(C)C2)cc1 (centres undefined)
0	6	-3	1	-5	2	-1	0	-3	-0.5	O=C(CNC(=O)C(c1ccccc1)c1ccccc1)N/N=C\c1ccc(C(=O)O)cc1
5	6	0	1	1	-8	9	2	-3	-0.5	CCn1c(SCC(=O)N2CCOCC2)nnc1-c1ccco1
-59	1	-28	0	-2	-1	-120	-8	-7	1.8	CCCc1cc(=O)oc2cc(C)cc(OCC(=O)NC(Cc3c[nH]c4ccc(O)cc34)C(=O)O)c12 (centres undefined)
4	14	0	10	1	-7	4	2	-7	0.3	Cc1ccc(NC(=O)c2cc(-n3cnnc3)ccc2Cl)cc1
-2	-9	-3	-8	-1	8	-10	13	2	-0.5	CC(=O)Nc1ccc(S(=O)(=O)N(C)CC(=O)OCC(=O)c2ccc3c(c2)NC(=O)CO3)cc1
0	-3	0	20	-4	-7	-1	-1	-1	-0.8	Cc1cccc(C)c1-n1nnnc1C(c1cccc2ccccc12)N1CCN(C/C=C/c2ccccc2)CC1 (centres undefined)
2	7	-5	3	-1	4	-6	-7	2	0.2	CCC/C(=N\NC(=O)CCC(=O)NCc1ccccc1)c1ccccc1
2	7	-1	-2	-11	-8	-7	9	-4	0.9	CCCCn1c(N)c(N(CC(C)C)C(=O)C2CCN(S(=O)(=O)c3ccc(C)cc3C)CC2)c(=O)[nH]c1=O
-5	6	0	-2	2	21	1	-6	-1	1.8	CN1N=C(C(=O)N2CCc3c([nH]c4ccccc34)C2c2ccccc2Cl)CCC1=O (centres undefined)
-60	5	-152	3	-3	9	i	-3	2	9.1	Cn1c2ccccc2c(=O)c2ccc(Cl)cc21
i	7	-240	14	6	-3	i	-9	7	-67	O=C(COC(=O)c1cc(-c2ccc(Cl)s2)nc2ccccc12)NCc1ccco1
-10	2	-3	9	-4	12	-13	-1	-3	-0.3	CC(=O)Nc1ccc2c(c1)Cc1cc(N3C(=O)C=CC3=O)ccc1-2
2	4	-3	0	-5	2	-12	-2	0	0.4	CNc1nnc(Sc2ncccc2[N+](=O)[O-])s1
3	8	-3	3	3	-5	-1	5	-6	-0.2	O=c1c2ccccc2ncn1-c1ccc(Br)cc1[N+](=O)[O-]
0	2	-3	-15	0	-2	-4	6	5	0.5	COc1ccccc1N(C)S(=O)(=O)c1ccc(C(=O)NCc2ccccc2CN2CCCC2)cc1
2	-14	1	-2	-2	-3	1	9	1	0.2	COC(=O)Cn1c(C)nc2ccccc21
-8	-7	-4	-2	1	3	3	2	10	0.0	COc1ccc(CCNC(=O)CS(=O)Cc2nc(-c3ccccc3F)oc2C)cc1OC (centres undefined)
0	2	2	-8	-1	-1	2	2	1	0.1	COc1cccc(NC(=O)CN2C(=O)C(c3ccc(C)cc3)=NC23CCCCCC3)c1
2	3	3	13	6	1	7	-3	3	1.2	Cc1ccc(Cl)cc1N1CCN(S(=O)(=O)c2cc3c(cc2C)NC(=O)CO3)CC1
1	-2	-3	12	0	1	-12	1	-2	0.3	Cc1cccc(C)c1NC(=O)C(c1ccccc1)N1CCN(C)CC1 (centres undefined)
1	-9	-1	-16	3	1	-3	7	-11	0.1	O=S(=O)(c1cccc(-c2n[nH]c(=S)n2Cc2ccccc2)c1)N1CCOCC1
-2	-6	-2	13	-4	5	-2	-6	-9	-0.2	CCn1cc(C(=O)Nc2cccc(NC(C)=O)c2)c2cc(OC)c(OC)cc2c1=O
-40	-10	-42	10	-4	10	-107	3	-2	1.7	COCCN(C(=O)c1snc(C(N)=O)c1N)C(C(=O)NC1CCCC1)c1cc(OC)c(OC)c(OC)c1 (centres undefined)
-3	11	-2	-13	-4	-1	0	1	9	-0.4	O=C1/C(=C/c2ccccn2)SC(=S)N1c1ccc(O)cc1
2	9	4	14	4	-17	15	3	-2	0.2	CCc1ccccc1NC(=O)CN(c1ccc(OC)cc1OC)S(=O)(=O)c1ccccc1
-1	0	2	-10	0	-5	5	9	5	0.0	Cc1ccc(S(=O)(=O)CCC(=O)NCc2ccccc2Cl)cc1
5	1	-1	-4	2	2	8	8	9	-0.1	C[C@@H]1COC(=O)[C@@H](CC(=O)OC(C)(C)C)C/C=C\C[C@@H](CC(=O)N[C@H](CO)Cc2ccccc2)C(=O)N1
-240	11	-14	0	5	-18	-42	5	-7	7.2	CCC(C)NC(=O)CN1C(=O)c2cccc3cccc1c23 (centres undefined)
1	-2	-6	-5	0	8	-6	-8	3	0.1	OC(CN1C2=NCCCN2c2ccccc21)c1ccc(Br)cc1 (centres undefined)
-1	2	-2	6	10	-4	0	6	-3	0.4	C=C1C2(C(=O)NCc3ccco3)CCC(C2)C1(C)C (centres undefined)
2	13	-5	6	-4	7	-3	-3	2	0.5	Cc1c(C)n(CCc2ccccc2)c2ncnc(NCCCN(C)C)c12
-4	-5	-3	5	-2	13	-7	1	-5	0.1	CC1(C)Cc2[nH]c3ccccc3c2C(C)(C)N1
